Assay outcomes as filed in PubChem BioAssay.
Growth percent in the NCI-60 one-dose screen (48 h, 10 µM unless noted): 100 = growth as untreated, 0 = no growth, -100 = all killed.
HCT-116 – HCT-116 colon cancer; actives 7.3% (n = 82,000)
HCC-2998 – HCC-2998 colon cancer. actives 4.7% (n = 79,000)
HCT-15 – HCT-15 colon cancer | actives 5.2% (n = 82,000)
SNB-19 – SNB-19 CNS cancer cells. actives 2.5% (n = 81,000). AID 1794751
HT29 – HT29 colon cancer. actives 7.4% (n = 81,000). AID 1794748
COLO 205 – COLO 205 colon cancer; actives 7.3% (n = 79,000)
SNB-75 – SNB-75 CNS cancer | AID 1794750 | actives 5% (n = 79,000)
SW-620 – SW-620 colon cancer. AID 1794795. actives 5.2% (n = 82,000)
KM12 – KM12 colon cancer cells; actives 5% (n = 82,000); AID 1794800
* = called active by the depositor; nt = no result given. The calls were made as follows: active = growth percent below 10; inactive = the rest.

The first 4 records, to show the layout:
mol	HCT-116	HCC-2998	HCT-15	SNB-19	HT29	COLO 205	SNB-75	SW-620	KM12
Fc1cc(-c2nnc3sc(-c4ccc(Cl)cc4)nn23)c(Cl)cc1Cl	95	106	96	97	91	106	75	96	96
CC(=O)O[C@H]1C[C@@]2(C)[C@@H](C[C@@H](O)[C@H]3[C@@]4(C)CC[C@H](NCc5ccccc5)[C@@H](C)[C@@H]4CC[C@@]32C)/C1=C(\CCC=C(C)C)C(=O)O	76	88	83	82	82	102	64	100	79
COc1ccc(Nc2nc3cccnc3nc2C)cc1OC	103	97	123	95	101	108	nt	103	99
O=C1/C(=C/c2ccc(I)cc2)Cc2cc3c(cc21)OCO3	89	103	71	92	107	97	98	94	85

This part in full, from the first entry:
mol	HCT-116	HCC-2998	HCT-15	SNB-19	HT29	COLO 205	SNB-75	SW-620	KM12
Fc1cc(-c2nnc3sc(-c4ccc(Cl)cc4)nn23)c(Cl)cc1Cl	95	106	96	97	91	106	75	96	96
CC(=O)O[C@H]1C[C@@]2(C)[C@@H](C[C@@H](O)[C@H]3[C@@]4(C)CC[C@H](NCc5ccccc5)[C@@H](C)[C@@H]4CC[C@@]32C)/C1=C(\CCC=C(C)C)C(=O)O	76	88	83	82	82	102	64	100	79
COc1ccc(Nc2nc3cccnc3nc2C)cc1OC	103	97	123	95	101	108	nt	103	99
O=C1/C(=C/c2ccc(I)cc2)Cc2cc3c(cc21)OCO3	89	103	71	92	107	97	98	94	85
O=C(O)CN1C(=O)S/C(=C2\C(=O)N(CC3CCCCC3)c3ccc(-c4ccc(-c5ccccc5)cc4)cc32)C1=O	89	112	87	97	93	112	86	103	97
CCOC(=O)CSc1c(-c2ccccc2)c2cc(Cl)ccc2[nH]c1=O	92	103	92	108	105	110	94	102	98
O=CN1CCN(Cc2ccccc2)CC1	99	96	94	103	101	101	88	93	102
O=c1[nH]n(C(=S)N/N=C/c2cccc([N+](=O)[O-])c2)c(=O)c2ccccc12	99	114	93	90	110	114	76	96	99
Cc1cc2c(C(C)C)c(O)c(O)c(C=NC3CCCCC3)c2c(O)c1-c1c(C)cc2c(C(C)C)c(O)c(O)c(C=NC3CCCCC3)c2c1O	98	103	99	104	106	103	92	99	95
O=C1C=C(O)CC2(CCCCC2)C1	101	101	101	105	93	103	83	103	nt
c1cc(C2=N[C@@H]3c4ccccc4C[C@@H]3O2)nc(C2=N[C@@H]3c4ccccc4C[C@@H]3O2)c1	103	104	95	98	105	106	nt	107	103
Cc1cccc2c1C(Br)=C1CCCN3C(=O)c4ccccc4C123 (centres undefined)	94	116	94	97	104	101	nt	108	97
COS(=O)(=O)c1ccc(Br)cc1	94	100	104	98	107	104	89	97	92
O=C(O)c1ccc(-c2ccc(/C=N/NC(=O)c3[nH]c4ccc(Br)cc4c3-c3ccccc3)o2)cc1O	95	106	91	80	116	116	84	nt	101
COc1ccc(Cc2nn(CC(=O)N/N=C/c3ccc(Cl)cc3)c(=O)c3c(C)noc23)cc1	36	nt	88	68	92	102	-4.3*	69	86
O=C(CCCc1ccccn1)c1cccc2ccccc12	95	111	97	92	102	87	102	102	107
COc1ccc(-c2c(C#N)c(N)nn2C(=O)c2ccc(NC(=O)c3ccccn3)cc2)cc1OC	91	117	82	103	95	93	97	101	85
Cn1c(=O)c2c(ncn2CC(=O)Nc2ccccc2)n(C)c1=O	108	93	90	99	106	107	84	95	88
COc1cc2nc(SCC(=O)Nc3cc(OC)c(OC)c(OC)c3)n(-c3ccccc3)c(=O)c2cc1OC	93	104	107	90	96	108	81	98	94
CCOc1ccc2nc(N(Cc3ccc4c(c3)OCO4)C(C)=O)sc2c1	103	109	107	102	107	112	85	100	111
NC(N)=NC(N)=Nc1cc(C(F)(F)F)ccc1Cl	86	108	92	nt	108	113	81	91	96
O=C1CCCc2nc(Nc3ccc(Cl)cc3)ncc21	100	104	100	97	100	105	95	98	103
COc1ccc(-c2nnc3ccc(N/N=C/c4ccc(C)cc4)nn23)cc1	79	79	50	93	83	80	-39*	92	68
Cc1ccccc1-c1cc(Cc2ccc(F)cc2)c(=O)[nH]n1	78	119	110	88	117	108	101	102	123
COc1cc(C2NC(=O)C(C#N)=C(Nc3cccc(C)c3)S2)ccc1O (centres undefined)	103	106	111	102	107	119	90	104	104
CC(=O)OC1=CCCCC1	99	111	81	107	103	107	78	110	105
Cc1cc(O)c([N+](=O)[O-])c(C)c1Cl	103	107	99	95	110	118	84	107	117
NSc1ccccc1[N+](=O)[O-]	94	115	95	98	100	98	82	97	102
CC(C)=CC/C=C(/C)[C@H]1CC[C@]2(C)[C@@H]1CC[C@@H]1[C@@]3(C)C/C(=C/c4cc(C(F)(F)F)cc(C(F)(F)F)c4)C(=O)C(C)(C)[C@@H]3CC[C@]12C	98	113	95	97	102	103	88	101	100
CC1(CC(=O)Nc2ccccc2)Nc2ccccc2-c2ccnn21 (centres undefined)	94	112	103	110	97	103	80	106	112

Record cards (already shown). Order of values: HCT-116 | HCC-2998 | HCT-15 | SNB-19 | HT29 | COLO 205 | SNB-75 | SW-620 | KM12
O=C(CCCc1ccccn1)c1cccc2ccccc12 is listed as 95 | 111 | 97 | 92 | 102 | 87 | 102 | 102 | 107
COc1ccc(-c2nnc3ccc(N/N=C/c4ccc(C)cc4)nn23)cc1 is listed as 79 | 79 | 50 | 93 | 83 | 80 | -39* | 92 | 68
CC(=O)O[C@H]1C[C@@]2(C)[C@@H](C[C@@H](O)[C@H]3[C@@]4(C)CC[C@H](NCc5ccccc5)[C@@H](C)[C@@H]4CC[C@@]32C)/C1=C(\CCC=C(C)C)C(=O)O is listed as 76 | 88 | 83 | 82 | 82 | 102 | 64 | 100 | 79
CC1(CC(=O)Nc2ccccc2)Nc2ccccc2-c2ccnn21 (centres undefined) is listed as 94 | 112 | 103 | 110 | 97 | 103 | 80 | 106 | 112

Further structures follow:
mol	HCT-116	HCC-2998	HCT-15	SNB-19	HT29	COLO 205	SNB-75	SW-620	KM12
CCCCSc1nc(Nc2ccc(/C(C)=N/NC(N)=S)cc2)c(C#N)c(-c2ccc(F)cc2)n1	36	67	63	21	60	47	53	68	60
CCCC(=O)N1CCCCC1CC (centres undefined)	116	115	99	112	106	116	92	94	108
Cc1cc(C#Cc2ccc(C(C)(C)C)cc2)ccc1-n1c(/C=C/c2ccc(O)cc2O)nc2ccccc2c1=O	21	23	34	72	33	105	67	55	24
CC/C(=C(\CC)c1ccc(OC(=O)C(C)(C)C)cc1)c1ccc(OC(=O)C(C)(C)C)cc1	99	118	85	109	117	105	89	100	99
CCCC(CC)Sc1nc2c([nH]1)c(=S)n(C)c(=O)n2C (centres undefined)	87	100	87	90	103	114	122	94	89
CNCCNc1nc2ccccc2c2c(=O)c3cccc(C)c3sc12	-91*	-43*	-21*	53	-26*	nt	38	-62*	-30*
Cc1cnc(SCc2ccc(Cl)cc2Cl)[nH]c1=O	99	113	102	96	99	133	87	103	108
CC(=O)Nc1nc(-c2ccc(Cl)c(O)c2)c(-c2ccnc(NCCCNS(=O)(=O)c3ccc(O)cc3)n2)s1	82	122	95	109	50	61	96	121	79
CCOC(=O)/C(=C\c1ccc(C)cc1)C(C)=O	98	nt	92	106	112	114	85	107	115
O=C(NCCN1CCOCC1)OCc1nc2nc(Cl)nc(N3CCOCC3)c2[nH]1	8.4*	78	16	36	122	110	1.3*	24	3.3*
CC(C)(C)c1cc(O)c(O)c(C(C)(C)C)c1	16	60	27	57	54	65	61	19	48
CCc1cccc(CC)c1NC(=O)c1sc2nc3c(cc2c1N)CCCC3	71	95	55	71	77	105	54	71	70
CCOC1Oc2ccc(C)cc2C(=O)/C1=C\Nc1cccc(S(N)(=O)=O)c1 (centres undefined)	92	102	106	98	109	112	98	109	106
O=C(O)c1cc(NCCO)c(C(=O)O)cc1NCCO	111	107	102	92	nt	112	87	113	110
Nc1ccc(N=Nc2ccc(O)cc2)c(N)n1	86	82	64	98	103	109	83	104	43
Nc1nc(=O)[nH]c2ccc(C(=O)c3ccc(Cl)cc3)cc12	103	107	105	93	105	nt	86	100	101
COC(=O)[C@]1(C)N[C@H](c2cn(-c3ccccc3)nc2C)[C@@H]2C(=O)N(c3ccc(C)cc3)C(=O)[C@@H]21	97	109	106	103	109	121	85	107	112
O=C(O)[C@H]1/C(=C/CO)O[C@@H]2CC(=O)N21	100	96	103	110	94	101	96	110	113
COc1cccc(-c2nc3n(n2)CCc2ccccc2-3)c1	94	105	89	92	110	104	66	100	89
CCCCOC(=N)N(CCCC)c1ccccc1	106	109	105	103	101	93	91	103	106
Oc1ccc(CN(Cc2ccc(C(F)(F)F)cc2)Cc2ccc(O)c3ncccc23)c2cccnc12	18	34	20	31	11	20	33	18	19
COc1ccc2c(c1)C(NCCCCCCNc1cc(C)[n+](C)c3ccc(OC)cc13)=CC(C)N2C (centres undefined)	34	83	109	57	40	73	88	66	72
Oc1ccccc1/C=N/c1ccccn1	103	-94*	104	88	114	86	98	107	113
O=C1/C(=C\c2cccn2CCCCCn2c3ccccc3c(=O)c3ccccc32)c2ccccc2N1c1c(Cl)cccc1Cl	86	66	60	98	96	72	87	96	69
Cc1ccc(C(=O)/C=C/c2ccccc2)s1	60	101	107	99	107	134	106	100	93
Cc1cc(=O)[nH]c2c1sc(=O)n2CCC(=O)Nc1ccccc1	96	100	103	88	102	109	51	99	100
Nc1ccccc1SC1CC(=O)N(c2ccc(I)cc2)C1=O (centres undefined)	95	103	89	96	93	95	80	93	79
Cc1ccc(S(=O)(=O)N(CCOc2ccc(/C(N)=N/Cl)cc2)CCOc2ccc(/C(N)=N\Cl)cc2)cc1	59	103	99	nt	85	100	69	100	83
CC[C@@H](C)[C@@H]1NC(=O)Nc2nc3ccccn3c2C1=O	110	101	100	110	98	112	108	104	108
O=C(/C=C/Nc1cc(-c2ccccc2)nn1-c1ccccc1)c1ccc(F)cc1	74	103	71	97	90	107	102	93	100
Brc1cc(C2CCCCC2)ccc1OCCCN1CCOCC1	83	114	44	95	40	89	99	104	93
O=C1NC(=O)C(Cc2ccc(OCc3ccc(-c4cccc(F)c4)cc3)cc2)S1 (centres undefined)	83	103	77	94	110	115	85	90	86
N#C/C(C(=O)c1ccccc1)=C1/C(=O)Nc2ccc(Br)cc21	100	100	107	99	113	113	71	97	105
OC(COc1ccccc1)CN1CCN(c2ccc(Cl)cc2)CC1 (centres undefined)	93	109	115	95	101	99	95	99	98
CCN(CC)CCCNc1c2ccc(Cl)cc2nc2ccc(OC)cc12	-4.8*	-68*	1.7*	10	-15*	-72*	-45*	3.4*	0.5*
COc1ccc(/C=C2\SC(=O)NC2=O)cc1	90	97	95	99	94	99	86	97	102
CCCCCCCSc1nnc(-c2c(C)nc3ccc(Br)cn23)o1	91	95	86	89	98	110	93	97	104
O=C(Nc1ccccn1)c1noc2ccccc12	89	85	66	95	74	80	84	95	62
O=C1OC(c2nc3ccccc3s2)=C/C1=C\c1cccc([N+](=O)[O-])c1	95	98	71	81	72	98	83	74	61
COc1ccc(C2=NN3C(C2)c2ccccc2OC32C(=O)Nc3ccc(Br)cc32)cc1 (centres undefined)	104	99	105	97	111	114	84	102	102
COc1ccc(Cc2nnc3sc(SCC(=O)Nc4ccc(Cl)cc4)nn23)cc1	108	104	102	103	102	108	80	113	94
CCOC(=O)c1nnn(-c2ccc(F)cc2)c1/C=C1\SC(=S)NC1=O	108	107	101	103	118	122	97	109	105
Nc1ccc(C2=CC(c3ccc(Cl)cc3)N3C=CSC3=N2)cc1 (centres undefined)	-89*	-96*	-58*	-65*	-43*	-85*	-16*	-60*	-41*
Cc1ccc(C(=O)NN2C(=O)CSC2c2ccc(F)cc2)cn1 (centres undefined)	101	91	96	94	108	110	94	106	103
COc1cc(C)cc(C(O)Cc2cccc(-c3ccc(N(C)C)cc3C)n2)c1 (centres undefined)	99	101	85	nt	95	93	97	95	101
O=c1ccsc2ccccc12	97	nt	111	101	102	107	87	108	105
O=C(Nc1nc2c(C(F)(F)F)cccc2s1)c1cc(Cl)ccc1O	-1.3*	19	12	10	0.7*	-70*	14	12	11
O=C(Nc1cc(Cl)ccc1C(=O)O)c1cccc(C[n+]2ccccc2)c1	95	115	101	90	104	110	88	100	101
Cc1ccc(O)c(C(=O)O)c1	108	110	104	109	102	120	107	104	108
CCOc1ccccc1NC(=O)c1cc(-c2ccc(OC)c(OC)c2)n(-c2ccc(S(C)(=O)=O)cc2)n1	87	103	91	88	89	116	66	nt	94
C#C[C@]1(O)CC[C@H]2[C@@H]3CC=C4c5sc(Nc6ccccc6)nc5CC[C@]4(C)[C@H]3CC[C@@]21C	-33*	45	-28*	49	6.3*	10	-22*	3.0*	13
Cc1ccc(/C=C2\Oc3ccc(O)c(O)c3C2=O)cc1	18	70	9.2*	38	88	107	33	31	77
O=C1N/C(=N/c2ccccn2)S/C1=C/c1ccc(Cl)cc1	96	102	101	95	108	nt	94	107	104
Cc1nc(Cl)c2c(n1)N(C)c1ccc(Cl)cc1C(C)C2 (centres undefined)	80	99	91	90	84	97	66	87	92
COc1cc2c3c([nH]c(=O)c2cc1OC)CCCC3	92	107	96	105	96	105	95	106	100
O=C1NC2(CC2)C(=O)N2CCCC[C@@H]12	94	101	97	94	95	105	85	108	101
C=CCn1cc(-c2nc3ccccc3s2)c2cc(-c3ccc4c5c(cccc35)C(=O)N(CCO)C4=O)ccc21	97	101	94	93	98	116	99	99	105
O=C(/C=C/c1ccc(N2CCOCC2)cc1)c1cc2ccccc2oc1=O	98	108	100	93	105	108	70	94	98
